Bioassay records (PubChem BioAssay)
Growth percent in the NCI-60 one-dose screen (48 h, 10 µM unless noted): 100 = growth as untreated, 0 = no growth, -100 = all killed.
KM12 = KM12 colon cancer cells; hit rate 5% among 82,000
HCT-116 = HCT-116 colon cancer. hit rate 7.3% among 82,000
COLO 205 = COLO 205 colon cancer | hit rate 7.3% among 79,000 | AID 1794742
NCI-H226 = NCI-H226 lung cancer. hit rate 3.5% among 79,000
HT29 = HT29 colon cancer. hit rate 7.4% among 81,000. AID 1794748
HCT-15 = HCT-15 colon cancer. hit rate 5.2% among 82,000. AID 1794746
NCI-H460 = NCI-H460 lung cancer. hit rate 6.8% among 82,000. AID 1794736
NCI-H322M = NCI-H322M lung cancer; AID 1794733; hit rate 2.7% among 80,000
SW-620 = SW-620 colon cancer; hit rate 5.2% among 82,000
* = called active by the depositor; . = no result given; & = joins results of further samples; [ ] = another dose, or the depositor's remark. Rule for the calls: active = growth percent below 10; inactive = the rest.

SMILES	KM12	HCT-116	COLO 205	NCI-H226	HT29	HCT-15	NCI-H460	NCI-H322M	SW-620
S=c1[nH]nc(CSc2ncnc3c2c(-c2ccccc2)c(-c2ccccc2)n3-c2cccc(Cl)c2)o1	96	99	91	85	98	119	100	95	100
COc1ccc(-c2cc3c(OC)c(OC)c(OC)cc3oc2=O)cc1	22	22	31	83	12	38	14	77	25
NCCNc1nc2ccccc2c2c(=O)c3cc(F)cc(Cl)c3sc12	-83*	-90*	.	.	-64*	-83*	-90*	-27*	-79*
CCCCn1c(=O)c(/C=C/c2cc(/C=C/c3cc4cc(OC)ccc4n(CCCC)c3=O)n(-c3ccccc3)n2)cc2cc(OC)ccc21	107	76	101	94	88	95	101	100	99
COc1cc(C2=NN(c3ccc(Cl)cc3)C(c3cccc(Nc4ccnc5cc(C(F)(F)F)ccc45)c3)C2)cc(OC)c1OC (stereo not drawn)	80	72	85	84	87	86	96	99	98
Oc1ccccc1N=Cc1ccc2c(c1)OCO2	92	99	128	93	99	109	110	100	118
CCCn1c(=O)sc2cc3ccccc3nc21	101	110	136	76	102	99	103	98	104
CC(=O)Nc1ccc(C(=O)CCC(=O)O)cc1	113	87	101	90	104	105	96	102	101
COc1ccc(OC)c(-c2nc(SCC(=O)c3ccc(Cl)cc3)[nH]c(=O)c2C#N)c1	99	99	107	98	113	104	103	94	101
Cc1nn(-c2ccc(Cl)cc2)c2nc3c(nc12)C(=O)C(=O)c1ccccc1-3	62	80	54	65	4.8*	74	5.3*	65	67
Nc1cc(=O)[nH]c(=O)[nH]1	103	98	.	97	99	102	104	102	102
Nc1nc(-c2ccccc2)c(N=Nc2ccc([N+](=O)[O-])cc2)s1	93	96	108	84	119	68	107	92	98
C[C@H](O)[C@@H](C)O	103	106	109	107	99	.	110	98	107
O=C1c2ccccc2C(=O)c2c(O)c(S(=O)(=O)O)cc(O)c21	129	94	129	106	116	96	109	112	99
CSc1nc2sc3cc(Cl)c(Cl)cc3n2c(=O)c1C#N	102	93	116	74	100	101	98	92	103
Cc1ccc(Nc2ncnc3c2c(C)nn3-c2ccccc2)cc1	99	57	100	80	91	54	89	100	100
CCCCC[C@H]1N=C(N)N[C@H]2CC[C@@H]1O2	107	102	122	96	100	101	102	98	101
C=CCNC(=O)N(C)C	103	126	104	103	104	101	112	99	104
O=[N+]([O-])c1cccc(/C=N/N2CCCCCC2)c1	95	89	111	93	86	98	120	57	105
O=C(Nc1ccc(F)cc1)N1CCN(C(c2ccc(F)cc2)c2ccc(F)cc2)CC1	85	40	97	85	84	79	87	73	92
CC(C)c1ccc(C2OCC(C)(C)C(C(C)C)O2)cc1 (stereo not drawn)	103	97	112	103	104	108	106	108	103
CCCS(=O)(=O)c1oc(-c2ccc(F)cc2)nc1S(=O)(=O)c1ccc(F)cc1	42	3.4*	-92*	65	-70*	-81*	62	90	-78*
COc1ccc(CN2C(=O)C(=Nc3cc(OC)c(OC)c(OC)c3)c3cc(OC)ccc32)cc1	93	96	100	74	84	96	104	96	86
N#C[C@@H]1C2C=CC(O2)[C@H]1C#N	101	92	98	118	.	101	113	95	89
ClSSc1c2ccccc2cc2ccccc12	113	101	105	107	100	101	106	121	105
CC(C)[C@H](C(=O)O)N1C(=O)c2ccccc2C1=O	99	101	100	95	83	95	108	92	107
c1ccc2nc(-c3ccc4ccccc4n3)ccc2c1	90	89	106	86	105	104	103	96	100
Cc1ccc(C2=NN3C(C2)c2cc(Cl)ccc2OC32CCN(Cc3ccccc3)CC2)o1 (stereo not drawn)	85	91	115	104	110	81	99	93	99
CCCC(C)c1ccc(OCCCCCCN2CCNCC2)cc1 (stereo not drawn)	15	-6.0*	-68*	89	5.5*	-39*	6.7*	58	-17*
CCN(CC)CCC(C)O (stereo not drawn)	107	98	112	102	112	99	116	95	106
COc1ccccc1C(=O)Nc1cccc(-c2cc(=O)c3c(O)c(OC)c(OC)cc3o2)c1	95	88	107	87	97	96	102	91	89
CCC(C)(CC)c1ccc(O)c(C)c1	107	97	105	98	104	101	105	94	107
CCN(CC)CCCNc1cc(OC)cc2ccc(OC)nc12	101	96	48	97	99	104	109	105	98
Nc1cc(Cl)ccc1-c1nnc2n1N=C(c1ccccc1)CS2	108	102	102	96	112	97	102	100	105
O=C(/C=C(\Cl)C(=O)NO)NO	105	99	137	96	115	98	113	98	119
c1ccc(NCc2ccco2)nc1	107	102	121	95	113	111	105	101	100

Whole records, looked up by structure:
`CC(C)[C@H](C(=O)O)N1C(=O)c2ccccc2C1=O` in the list: KM12: 99; HCT-116: 101; COLO 205: 100; NCI-H226: 95; HT29: 83; HCT-15: 95; NCI-H460: 108; NCI-H322M: 92; SW-620: 107
`CCC(C)(CC)c1ccc(O)c(C)c1` in the list: KM12: 107; HCT-116: 97; COLO 205: 105; NCI-H226: 98; HT29: 104; HCT-15: 101; NCI-H460: 105; NCI-H322M: 94; SW-620: 107
`Nc1nc(-c2ccccc2)c(N=Nc2ccc([N+](=O)[O-])cc2)s1` in the list: KM12: 93; HCT-116: 96; COLO 205: 108; NCI-H226: 84; HT29: 119; HCT-15: 68; NCI-H460: 107; NCI-H322M: 92; SW-620: 98

The listing picks up, starting three compounds before the break.
SMILES	KM12	HCT-116	COLO 205	NCI-H226	HT29	HCT-15	NCI-H460	NCI-H322M	SW-620
Nc1cc(Cl)ccc1-c1nnc2n1N=C(c1ccccc1)CS2	108	102	102	96	112	97	102	100	105
O=C(/C=C(\Cl)C(=O)NO)NO	105	99	137	96	115	98	113	98	119
c1ccc(NCc2ccco2)nc1	107	102	121	95	113	111	105	101	100
N#Cc1n[nH]n2c1nc(=O)c1cnn(-c3ccccc3)c12	106	105	122	103	115	111	111	110	101
COc1ccc(N2CCN(c3nc(-c4ccccc4)c(C#N)c(=O)[nH]3)CC2)cc1	97	90	102	107	108	99	103	95	113
CC1=Nc2ccccc2C(=O)OC2(C)c3c(C)nn(-c4ccccc4)c3N(C)C(=O)c3ccccc3N12 (stereo not drawn)	107	106	109	103	106	107	110	127	120
CCCCOP(=O)(OCCCC)C(C(=O)OCC)C(CC(=O)OCC)C(=O)OCC (stereo not drawn)	111	112	107	99	.	86	109	107	106
CCOC(=O)c1csc(NC(=S)Nc2ccc(Cl)cc2)n1	103	91	103	87	69	92	101	97	104
CC(=O)Oc1ccc(Cl)cc1CN(C(C)=O)C1CCCCC1	112	102	104	96	107	101	114	101	105
Nc1ccc(C(=O)Nc2ccc(S(=O)(=O)O)cc2)cc1	105	104	96	103	99	101	112	103	112
CCOc1c2ccc(Cl)cc2nc2ccc(OC)cc12	87	84	84	68	95	86	97	90	94
CN1C(=S)N(C)C2NC(N3CCOCC3)=NC21 (stereo not drawn)	100	106	109	92	92	107	105	113	101
CCCCCCn1cc(COC(=O)[C@]2(C)CCC[C@]3(C)[C@H]4C[C@H]5C(C(C)C)=C[C@]4(CC[C@H]32)[C@@H]2C(=O)OC(=O)[C@@H]25)nn1	100	90	109	95	92	94	105	102	103
COCCCNCC(=O)Nc1c(C)cccc1C	109	110	109	106	112	108	116	139	114
COc1cccc(-c2nc3occn3c2-c2ccnc(NCCNS(=O)(=O)c3ccccc3)n2)c1	87	91	79	81	72	89	92	99	120

Molecules shown so far that have a furan ring, fused or not (two):
SMILES	KM12	HCT-116	COLO 205	NCI-H226	HT29	HCT-15	NCI-H460	NCI-H322M	SW-620
Cc1ccc(C2=NN3C(C2)c2cc(Cl)ccc2OC32CCN(Cc3ccccc3)CC2)o1 (stereo not drawn)	85	91	115	104	110	81	99	93	99
c1ccc(NCc2ccco2)nc1	107	102	121	95	113	111	105	101	100

Later entries.
SMILES	KM12	HCT-116	COLO 205	NCI-H226	HT29	HCT-15	NCI-H460	NCI-H322M	SW-620
CCOC(=O)c1c(O)cc(-c2ccc(Cl)cc2)cc1-c1sc(N(C)Cc2ccccc2)nc1Cl	100	90	113	96	111	97	94	101	90
c1ccc(-c2cn(Cc3nc(-c4ccccc4)no3)nn2)cc1	104	104	117	105	102	101	107	96	99
Clc1nc(OCc2cn(Cc3ccccc3)nn2)nc(N2CCOCC2)n1	99	99	120	105	106	102	110	98	111
C=CCc1c(OCCN(C)C)ccc2ccccc12	105	99	104	101	106	113	102	99	100
c1ccc(CN2CCCNCC2)cc1	100	97	112	83	94	96	107	98	107
COc1cc(C(=O)OC(C)CN2CCOCC2)cc(OC)c1OC (stereo not drawn)	125	100	136	102	108	105	112	104	112
Cc1cc(C)nc(SC2=C(Nc3cccc(Cl)c3)C(=O)N(Cc3ccccc3)C2=O)n1	84[30 µM]	43[30 µM]	78[30 µM]	83[30 µM]	54[30 µM]	60[30 µM]	63[30 µM]	89[30 µM]	72[30 µM]
CN1CCN(CCc2cc3c(cc2Cl)N(Cc2ccc(-c4ccccc4-c4nn[nH]n4)cc2)C(=O)C3)CC1	108	95	111	94	105	101	105	103	95
O=c1oc2ccccc2cc1-c1cc(-c2ccc3c(c2)OCO3)no1	101	95	87	91	101	90	103	100	107
Fc1ccc(/C=C/c2cc(/C=C/c3ccc(F)cc3)n(-c3cc(F)cc(F)c3)n2)cc1	105	85	119	109	79	103	107	86	104
N#CC1C(=O)NC(=S)NC1c1ccccc1 (stereo not drawn)	111	111	112	100	108	103	112	102	117
COc1cc(-c2nc(SCCC(C)C)nc(Nc3ccc(C(=O)O)cc3)c2C#N)cc(OC)c1OC	91	87	104	82	88	94	92	92	104
COc1ccc(C(=O)/C=C/c2ccc(/C=C/c3cc(OC)c(OC)c(OC)c3)cc2)cc1	29	18	68	72	36	34	60	65	39
Nc1ncnc2c1NC(c1ccc3c(c1)OCO3)CC(c1ccc([N+](=O)[O-])cc1)N2 (stereo not drawn)	93	94	92	90	94	100	102	91	91
O=C1C=CC(=Nc2cc(Br)c(O)c(Br)c2)C(Br)=C1	107	99	109	100	104	105	106	94	108
NC(=O)N/N=C/c1ccc([N+](=O)[O-])o1	117&103&95	95&87	102&105&113	102&97&106	109&110&109	99&97&106	109&105&99	93&113&107	112&103&105
CCN(CC)CCCNCCCNc1cc(OC)cc2cccnc12	79	87	25	82	40	84	103	81	39
COc1ccc(C2=Nn3c(nnc3-c3ccc(CN)cc3)SC2)cc1	104	96	109	99	114	102	103	96	103
O=C(Cc1csc2[n+]1C(=O)/C(=C/c1cccc([N+](=O)[O-])c1)S2)Nc1ccccc1	93	99	100	86	104	95	99	99	98
COc1cc(/C=N/Nc2ncnc3c2c(C)nn3C)ccc1O	96	106	117	117	102	100	104	96	103
COc1ccc(C2CC(c3ccc(Nc4nc(NCCO)nc(NCCO)n4)cc3)=NN2C(C)=O)cc1 (stereo not drawn)	102	86	98	95	90	90	105	94	103
CSc1ncc(-c2ccccc2)cn1	99	108	106	107	100	102	108	96	99
COc1cc(C(=O)c2cc(C)c3[nH]c4ccc(C)cc4c3c2C)cc(OC)c1OC	3.8*	5.3*	-19*	54	11	8.8*	6.6*	40	31
Cc1ccc(Nc2cc(Cl)c([N+](=O)[O-])cc2[N+](=O)[O-])cc1	46	7.9*	-31*	26	3.1*	17	53	87	9.7*
Nc1ncnc2c1N=C(c1ccc3c(c1)OCO3)CC(c1ccc([N+](=O)[O-])cc1)N2 (stereo not drawn)	78	67	98	83	87	77	96	91	82

Reprinted at random: 2 entries already listed.
SMILES	KM12	HCT-116	COLO 205	NCI-H226	HT29	HCT-15	NCI-H460	NCI-H322M	SW-620
Nc1cc(Cl)ccc1-c1nnc2n1N=C(c1ccccc1)CS2	108	102	102	96	112	97	102	100	105
COc1cc(C2=NN(c3ccc(Cl)cc3)C(c3cccc(Nc4ccnc5cc(C(F)(F)F)ccc45)c3)C2)cc(OC)c1OC (stereo not drawn)	80	72	85	84	87	86	96	99	98
